MK inhibit – blocks S. pneumoniae mevalonate kinase; inhibition, % at 10 µM; 0.48% of 65,000 active; AID 555; purified MK, PK/LDH-coupled NADH absorbance 340 nm;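 active means ranked among the strongest by inhibition in the single 10 µM screen, a fixed top-ranked set picked for dose follow-up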; further: no value below 0 was filed
Bfl-1 inhibitors – Bfl-1 inhibitors, primary screen, biochemical, fluorescence polarization, FITC-Bid, mouse (AID 432); FITC-Bid BH3 peptide fluorescence polarization displacement; higher % means a stronger effect; one-dose displacement, % at 20 µM; IC50 in µM for titrated hits; 0.02% of 64,000 active; in the data active means a potency from the dose series; inactive means the rest, 99 in 100 with displacement below about 15%; further: strong numbers were not always called active
DPM-DC inhibit – S. pneumoniae DPM-DC inhibition | 0.49% of 65,000 active | purified DPM-DC, PK/LDH coupled NADH fluorescence | calls only at 10 µM;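 active means the 320 compounds with the highest percent inhibition in the single-dose primary screen, excluding strongly autofluorescent ones, cut at about 32% in these data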;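 further: kinetic rate of NADH fluorescence loss reporting ADP formed by the decarboxylase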
LYP inhibition – inhibition of human PTPN22 tyrosine phosphatase – biochemical, DiFMUP fluorescence, recombinant catalytic domain, 10 µM, primary screen (AID 606); recombinant LYP catalytic domain, DiFMUP fluorescence; higher % means a stronger effect; one-dose inhibition, % at 10 µM; IC50 in µM for titrated hits; 52,000 tested, under 10 active;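 active means IC50 under 40 µM in the dose-response test; inactive means IC50 of 40 µM or more, or never dose-tested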
KRASV12 cytotoxicity – viability loss of HPDE-C7K cells – cell-based, fluorescence, HTS, primary screen (AID 431); HPDE-C7K KRASV12 cells, Alamar Blue viability, 48 h; higher % means a stronger effect; cytotoxicity, % at 10 µM, or EC50 in µM where a hit was titrated; 1.7% of 63,000 active;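 active means compounds whose percent cytotoxicity in the single-dose primary screen, scaled between solvent and toxic-drug controls, exceeds 50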;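 further: 0% = DMSO solvent wells and 100% = doxorubicin-treated wells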
HT1080 cytotoxicity – cytotoxicity in HT1080 fibrosarcoma cells, cell-based, fluorescence readout (AID 620) | HT1080 viability, fluorescence; higher % means a stronger effect | one-dose cytotoxicity, % at 10 µM; EC50 in µM for titrated hits | 0.42% of 87,000 active;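 further: cells exposed to compound overnight then 4 h with Alamar Blue; 0% = vehicle DMSO and 100% = killing control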
Spn PMK inh – blocks S. pneumoniae phosphomevalonate kinase. purified PMK, PK/LDH-coupled NADH absorbance 340 nm. inhibition, % at 10 µM. 0.49% of 65,000 active. AID 539;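 active means top-ranked compounds by inhibition in the single 10 µM screen, taking a fixed number of the strongest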;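 further: 0% = full reaction with DMSO carrier and 100% = background rate without enzyme reaction; no value below 0 was filed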
HPDE-C7 viability – cytotoxicity in HPDE-C7 cells, cell-based, fluorescence, HTS (AID 430); HPDE-C7 pancreatic duct cells viability, fluorescence; higher % means a stronger effect; one-dose cytotoxicity, % at 10 µM; EC50 in µM for titrated hits; 1.8% of 63,000 active;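 further: cells exposed to compound for 48 hours before viability readout; 0% = vehicle and 100% = reference cytotoxic drug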
Alkaline phosphatase – human TNAP enzyme inhibitors, biochemical, luminescent (AID 518); purified TNAP enzyme, luminescent substrate readout; higher % means a stronger effect; one-dose inhibition, % at 20 µM; IC50 in µM for titrated hits; 0.09% of 64,000 active; in the data active means a potency from the dose series; inactive means the rest, 99 in 100 with inhibition below about 22%;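 further: plate controls were vehicle for no effect and reference inhibitor for full effect; many of its hits are not listed in these tables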
Spn PMK inh pilot replicates – recorded beside Spn PMK inh, whose call it bears; inhibition, %; measured here: pilot screen replicates
MK inhibit pilot replicates – also measured in MK inhibit; calls as there; inhibition, %; measured here: pilot screen replicates
DPM-DC inhibit pilot screen % – further read-out of DPM-DC inhibit, marked with its call; inhibition, %; measured here: pilot screen trials
Numbers without * were called inactive; i = inactive; . = no result given; + = active, no number; [ ] = another dose, or the depositor's remark. Unless noted, no stated cut-off is given here; in the data, active means cytotoxicity above about 50%; inactive means the rest.

SMILES | MK inhibit | Bfl-1 inhibitors | DPM-DC inhibit | LYP inhibition | KRASV12 cytotoxicity | HT1080 cytotoxicity | Spn PMK inh | HPDE-C7 viability | Alkaline phosphatase | others
Cc1cccc2nc(CSCc3ccco3)cn12 | 5 | 1% | i | 13% | -10% | 3% | 19 | 1% | 7%
COc1ccc(NC(=O)C2CCN(S(=O)(=O)c3cccc4cccnc34)CC2)cc1OC | 4 | 1% | i | 13% | 8% | -3% | 9 | 8% | 6%
CC(=O)Nc1nc(C=C(Cl)Cl)cs1 | 5 | -3% | i | 4% | 4% | 38% | 13 | 1% | 1%
COc1cc(S(=O)(=O)N2CCN(c3ccccc3F)CC2)c(OC)cc1Cl | 1 | . | i | 19% | . | -15% | 8 | . | .
CCC(=O)Oc1ccc(C/C(=N\O)c2ccc(O)cc2O)o1 | 0 | 6% | i | 19% | 45% | 5% | 14 | 44% | 12% | Spn PMK inh pilot replicates=0.0;MK inhibit pilot replicates=0.0;DPM-DC inhibit pilot screen %=0.0
CCN(CC)CCCNC(=O)C1CCC(=O)N(c2ccc(OC)cc2)C1c1ccc(F)cc1 (stereo not drawn) | 9 | -54% | i | 5% | -8% | 11% | 0 | -12% | 7%
Cc1ccccc1-c1nc(CS(=O)CC(=O)NCCN2CCN(Cc3ccccc3)CC2)c(C)o1 (stereo not drawn) | 0 | -1% | i | . | 14% | 2% | 4 | 1% | 2%
Cc1ccc(OCC(=O)NCc2ccccn2)c(Br)c1 | 3 | -2% | i | . | -9% | -4% | 6 | -8% | -4%
COC(=O)C1=C(C)C(c2cccs2)NC(=O)N1C (stereo not drawn) | 5 | -6% | i | -3% | 12% | 0% | 0 | 7% | 8% | Spn PMK inh pilot replicates=1.0;MK inhibit pilot replicates=0.0;DPM-DC inhibit pilot screen %=3.0
Nc1nc(-c2ccco2)cs1 | 11 | 3% | i | 15% | -2% | -3% | 3 | -3% | -2%
O=C(NCC1CCCO1)c1ccc(NC(=O)C2CC=CCC2C(=O)O)cc1 (stereo not drawn) | 6 | 5% | i | 4% | -17% | 3% | 0 | -17% | 9%
COc1ccc(OC)c(N2Cc3cc(C)c(C)cc3C2)c1 | 9 | 0% | i | 4% | 6% | 0% | 16 | -15% | 18% | Spn PMK inh pilot replicates=0.0;MK inhibit pilot replicates=0.0;DPM-DC inhibit pilot screen %=0.5
CCc1ccc(-c2nc(CSCC(=O)N3CCN(c4ncccn4)CC3)c(C)o2)cc1 | 7 | -2% | i | -4% | 1% | . | 0 | 5% | 8%
CCN(CC)CCNC(=O)Cn1nc(Cc2ccccc2)c2ccccc2c1=O | 7 | 6% | i | . | -17% | 18% | 0 | -5% | 0%
O=C(NCCCCNC(=O)c1ccco1)c1ccco1 | 5 | 2% | i | . | -1% | 2% | 13 | 0% | 7%
O=C(O)CC(Cc1ccccc1)c1ccc2c(c1)OCO2 (stereo not drawn) | 0 | -5% | i | -2% | 12% | -6% | 12 | -2% | 19%
NC(=O)c1c(NC(=O)C2CCCO2)sc2c1CCC2 (stereo not drawn) | 3 | -4% | i | 1% | 4% | 3% | 5 | -1% | 4%
CCCOc1ccc(/C(O)=C2/C(=O)C(=O)N(CCCOC)C2c2cccnc2)cc1 (stereo not drawn) | 6 | -1% | i | -6% | 8% | -3% | 0 | 6% | 6%
CCN(CC)c1ncnc2c1cnn2C | 7 | -8% | i | . | 10% | -5% | 9 | 0% | 11%
CC(=O)N1CCC(Nc2ccc(C)cc2)CC1 | 0 | -6% | i | 7% | -2% | 2% | 0 | -4% | 4%
Cc1cc(NC(=O)c2cc3n(n2)C(C(F)(F)F)CC(c2ccco2)N3)no1 (stereo not drawn) | 4 | 3% | i | 6% | -5% | -8% | 9 | -6% | 13%
CCOc1ccc(NC(=O)c2nn(C)cc2Br)cc1 | 9 | -5% | i | 5% | 1% | 30% | 0 | 12% | 20%
O=C(CCc1nc(-c2cccs2)no1)Nc1cnc2ccccc2c1 | 2 | -9% | i | -8% | 4% | . | 16 | -1% | 9%
CCOC(=O)C1CCN(C(=O)c2cn(-c3ccccc3)nc2-c2cccnc2)CC1 | 9 | -6% | i | . | 0% | -2% | 0 | -20% | 9%
O=C(NCc1ccco1)c1c2c(nc3ccccc13)CCC2 | 0 | 23% | i | 6% | -7% | -3% | 17 | -9% | 12% | Spn PMK inh pilot replicates=1.5;MK inhibit pilot replicates=0.0;DPM-DC inhibit pilot screen %=7.5
O=C(CC1Oc2ccccc2NC1=O)NCCCN1CCN(Cc2ccccc2)CC1 (stereo not drawn) | 12 | 1% | i | -8% | -1% | -2% | 12 | -6% | 2%
COC(=O)C(Cc1ccc(O)cc1)NC(=O)C(C)Oc1ccccc1 (stereo not drawn) | 8 | -3% | i | -3% | -7% | 2% | 7 | -14% | 5%
CCOc1ccc(C(=O)COC(=O)CC)cc1 | 7 | -10% | i | 5% | -1% | . | 0 | -1% | 8%
Cn1nnc2cc(C(=O)NC3CCCCC3)ccc21 | 6 | -7% | i | -9% | -11% | -1% | 0 | -14% | 7%
CCCCNC(=O)CSc1cc(=O)n(C)c2ccccc12 | 10 | -8% | i | -3% | -2% | 2% | 14 | -10% | 12%
O=C(C1CCCN(S(=O)(=O)c2cnc[nH]2)C1)N1CC(=O)N(CCc2ccccc2)C(=O)C1 (stereo not drawn) | 2 | 0% | i | 11% | -9% | 0% | 5 | -17% | 24% | Spn PMK inh pilot replicates=0.0;MK inhibit pilot replicates=1.0;DPM-DC inhibit pilot screen %=0.0
Cc1n[nH]c(C)c1S(=O)(=O)N1CCN(C(=O)c2ccco2)CC1 | 0 | -1% | i | 8% | 4% | 10% | 15 | -7% | 28%
CN1CCN(Cc2cc(=O)oc3ccc(Cl)cc23)CC1 | 2 | -9% | i | 6% | -6% | -10% | 3 | -21% | 6%
CC(C)C(=O)Nc1cccc(C(=O)Nc2nccs2)c1 | 7 | -6% | i | . | 1% | 17% | 3 | 0% | 10%
Cc1ccc(-n2ncc3c(N4CCN(c5ccccc5)CC4)ncnc32)c(C)c1 | 11 | 0% | i | . | 8.5µM* | -8% | 5 | 14µM* | 13% | Spn PMK inh pilot replicates=1.0;MK inhibit pilot replicates=0.0;DPM-DC inhibit pilot screen %=0.0
Cc1cn([C@H]2C=C[C@@H](CO)O2)c(=O)[nH]c1=O | 10 | -6% | i | 11% | 4% | 19% | 0 | -8% | 8% | Spn PMK inh pilot replicates=2.0;MK inhibit pilot replicates=0.0;DPM-DC inhibit pilot screen %=0.0
O=C(Nc1ccc2c(c1)OCCO2)c1ccc(NC(=O)C2CCCO2)cc1 (stereo not drawn) | 11 | -5% | i | . | -7% | 23% | 0 | -2% | 4%
O=C(Oc1ccccc1OC(=O)N1CCOCC1)N1CCOCC1 | 0 | -9% | i | -11% | -12% | 1% | 4 | -3% | 5%
CN(CCOC(=O)c1ccc2c(c1)OCCO2)Cc1ccccc1 | 11 | -7% | i | 0% | -8% | 1% | 6 | -14% | 3%
Cc1ccc(S(=O)(=O)Cc2ccc(C(=O)NCCCN3CCCC3=O)o2)cc1 | 6 | -4% | i | -6% | -6% | 1% | 10 | -8% | 14%
COC(=O)c1cc2nc(-c3ccc(OC)cc3)cc(C(F)(F)F)n2n1 | 11 | -7% | . | 9% | 0% | -2% | 0 | -7% | 10%
CC(CN1CCN(C)CC1)OC(=O)c1ccc(Cl)cc1Cl (stereo not drawn) | 12 | 4% | i | 11% | 9% | -5% | 0 | -8% | 19% | Spn PMK inh pilot replicates=2.5;MK inhibit pilot replicates=0.0;DPM-DC inhibit pilot screen %=2.0
COc1cc(OC)c(-c2nc3cnccc3n2C)cc1OC | 0 | -3% | i | 15% | -3% | -1% | 2 | 8% | 8%
COc1ccc(CN2C(=O)[C@@H]3C(c4ccc(F)cc4)=NO[C@@H]3C2=O)cc1 | 12 | -8% | i | 13% | 1% | -4% | 15 | 11% | 9% | Spn PMK inh pilot replicates=2.0;MK inhibit pilot replicates=0.0;DPM-DC inhibit pilot screen %=0.0
Cc1cc(-c2nn3c(-c4ccccc4)nnc3s2)c2ccccc2n1 | 13 | 6% | i | -5% | -3% | 4% | 7 | -3% | 10%
O=C(CN1c2cccc3cccc(c23)S1(=O)=O)N1CCOCC1 | 8 | 8% | +[fluoresces] | 11% | 8% | -3% | 3 | -3% | 16% | Spn PMK inh pilot replicates=0.5;MK inhibit pilot replicates=0.0;DPM-DC inhibit pilot screen %=26*
CCSc1nc2c([nH]c3ccccc32)c(=O)n1C | 11 | -3% | i | -4% | 5% | -7% | 0 | 5% | 12%
CCOC(=O)N1CCN(C(=O)c2ccc3nc(C)sc3c2)CC1 | 8 | 2% | i | -8% | -1% | 1% | 3 | -8% | 8%
O=C(c1cccs1)N1CCn2c1nc1ccccc12 | 11 | -1% | i | -1% | 4% | 23% | 9 | -3% | 3%
CCOc1ccc(C(=O)Nc2ccc(S(=O)(=O)N3CCOCC3)cc2)cc1OCC | 0 | -1% | i | 12% | -14% | 2% | 20 | -9% | 5%
CCN(CC)C(=O)C(C)OC(=O)COc1ccc(Cl)cc1C (stereo not drawn) | 8 | -3% | i | . | -4% | -5% | 2 | -16% | 12%
CCOC(=O)c1ccc(N2C(=O)C3C(C2=O)C(C(=O)c2ccc(Cl)cc2)N2CCCC32)cc1 (stereo not drawn) | 7 | 6% | i | 14% | 27% | -1% | 2 | 40% | -6%
Cc1nc2sc3c(c2c(=O)o1)CCCC3 | 9 | -9% | i | -5% | -13% | 0% | 21 | 0% | 6%

Gathered by group: those above with an aryl thioether with sulfur outside any ring
SMILES | MK inhibit | Bfl-1 inhibitors | DPM-DC inhibit | LYP inhibition | KRASV12 cytotoxicity | HT1080 cytotoxicity | Spn PMK inh | HPDE-C7 viability | Alkaline phosphatase | others
CCCCNC(=O)CSc1cc(=O)n(C)c2ccccc12 | 10 | -8% | i | -3% | -2% | 2% | 14 | -10% | 12%
CCSc1nc2c([nH]c3ccccc32)c(=O)n1C | 11 | -3% | i | -4% | 5% | -7% | 0 | 5% | 12%

Three consecutive compounds already listed, for reference:
SMILES | MK inhibit | Bfl-1 inhibitors | DPM-DC inhibit | LYP inhibition | KRASV12 cytotoxicity | HT1080 cytotoxicity | Spn PMK inh | HPDE-C7 viability | Alkaline phosphatase | others
CCN(CC)C(=O)C(C)OC(=O)COc1ccc(Cl)cc1C (stereo not drawn) | 8 | -3% | i | . | -4% | -5% | 2 | -16% | 12%
CCOC(=O)c1ccc(N2C(=O)C3C(C2=O)C(C(=O)c2ccc(Cl)cc2)N2CCCC32)cc1 (stereo not drawn) | 7 | 6% | i | 14% | 27% | -1% | 2 | 40% | -6%
Cc1nc2sc3c(c2c(=O)o1)CCCC3 | 9 | -9% | i | -5% | -13% | 0% | 21 | 0% | 6%
